Autophagy mod: autophagy modulators in MEF cells, primary screen, imaging, high-content, MEF GFP-LC3. MEF GFP-LC3 puncta imaging; test concentration mostly 10 µM. calls only at 10 µM (by protocol). 0.98% of 190,000 active. AID 463193, 2010;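 active = percentage of spot-positive cells more than 3 SD above its plate mean, without a fluorescence outlier flag or 80% toxicity; inconclusive = no clear call, values can overlap the other calls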;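 note: spot-positive cell cutoff set from DMSO-treated cells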
Yfh1-depleted yeast: enhancers of respiration in Yfh1-depleted yeast, dose response, Friedreich's ataxia, plus single-dose screen (AID 1465) | S. cerevisiae Yfh1-off respiration, WST-1 reduction, 72 h; higher fold induction means a stronger effect | fold induction at 50 µM; hits with a dose series show EC50 in µM | 0.074% of 220,000 active;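 active = fold induction of absorbance versus untreated yeast above a set limit, then at least 30% activation at any dose in follow-up; inconclusive = repeats straddling the limit, or above it without dose testing; inactive = fold induction below the set limit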;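 note: activators that raise dye reduction in frataxin-depleted yeast; strong numbers were not always called active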
Ins promoter up: insulin promoter activators in MIN6 cells, imaging, high-content screening, mouse beta cells. 0.3% of 190,000 active. z-score at 5 µM. AID 1625, 2009. MIN6 insulin promoter-GFP reporter; stronger effect = higher value;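 active = z-score above 3 at 5 µM with at least 500 cells counted in the well; inconclusive = wells under 500 cells, flagged as cytotoxic or low count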
MT stabilize HCS: microtubule stabilizers in HeLa cells, primary screen, imaging, high-content imaging. HeLa tubulin immunostaining HCS, 24 h; share of cells brighter than vehicle mean+2SD. % tubulin-high responders, % at 10 µM. 0.83% of 200,000 active. AID 2205, 2009;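 active = plate Z-score above 3 for both tubulin-high and condensed-nucleus cell shares, with cell loss under 80%, at 10 µM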;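 note: anti alpha tubulin signal scored within the nucleus-defined area of each cell; some results filed as inactive read as strong as hits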
P. falciparum M1AAP: P. falciparum M1AAP inhibitors, biochemical, fluorogenic H-Leu-NHMec substrate, 1536-well (AID 1445); 0.42% of 220,000 active; one-dose inhibition, % at 30 µM; IC50 in µM for titrated hits; recombinant M1AAP, H-Leu-NHMec fluorogenic kinetic assay; higher % means a stronger effect; Aminopeptidase N (Plasmodium falciparum (isolate 3D7));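 active = primary inhibition above the hit cutoff, then over 50% inhibition at one or more dose response concentrations, cut at about 23% in these data, passing the limit was not always enough; inconclusive = conflicting primary data, or primary hits not chosen for dose response; inactive = low primary inhibition, or under 50% at every dose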;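 note: plate controls were DMSO full reaction for no effect and no enzyme background for full effect; strong numbers were not always called active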
Dynein transport: inhibitors of GR-EGFP nuclear translocation, primary screen, dynein cargo transport inhibitor project, imaging, high-content, 3617.4 mouse cells; test concentration mostly 20 µM; stimulated with dexamethasone, 1 µM; stronger effect = lower value; z-score, hits read low; 0.47% of 220,000 active;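 active = plate z-score of nuclear minus cytoplasmic receptor signal below a set negative limit, without overly bright fluorescence or cell loss, cut at about -3.5 in these data, passing the limit was not always enough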;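 note: z-score of nuclear minus cytoplasmic ring GR-EGFP intensity difference per well; some compounds called inactive have numbers as strong as hits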
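Buffer or medium: tet-free medium with charcoal-stripped serum / Also added: dexamethasone agonist, 1.0 µM final, for 30 min / Timing: induction 48 h, compound 1 h, agonist 30 min / Measured by: high-content fluorescence imaging after fixation / Read-out: nuclear-to-cytoplasmic GR-EGFP distribution per well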
CSM14.1 death rescue: rescue of cells from ER stress-induced death, primary screen, 384-well, CSM14.1, thapsigargin, ATP luminescence (AID 1222); 190,000 tested, under 10 active; one-dose cellular ATP content (survival), % at 20 µM; EC50 in µM for titrated hits; CSM14.1 thapsigargin-induced death rescue, ATP luminescence; higher % means a stronger effect;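 active = EC50 below 50 µM in the dose-response confirmation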;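 note: death triggered by thapsigargin at about 15 µM added after 2 h compound pretreatment; cell ATP read after overnight thapsigargin exposure of roughly 18 to 22 hours; normalized against plate controls of thapsigargin alone and 5% DMSO vehicle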
Lipid droplet: inhibitors of hepatocyte lipid droplet formation, primary screen, imaging, high-throughput imaging, BODIPY stain | 0.4% of 240,000 active | AML12 mouse hepatocytes, oleate lipid droplets | AID 1656, 2009 | inhibition, % at 6.5 µM;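 active = lipid droplet intensity inhibited by at least 50%, with more than 500 cells counted; inconclusive = wells with under 300 cells, treated as cytotoxic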
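Assay system: AML12 hepatocytes (mouse); Probe or stimulus: oleic acid at 100 µM to induce lipid droplet formation; Dosing: compound at 6.5 µM only; Schedule: compound with oleate, overnight; Detection: fluorescence imaging, 20x objective, two fields per well; Measure: % inhibition of lipid droplet signal.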
M17LAP inhibition: P. falciparum M17LAP inhibitors, primary screen, biochemical, fluorogenic H-Leu-NHMec substrate, 1536-well (AID 1619) | Leucine aminopeptidase (Plasmodium falciparum (isolate 3D7)) | recombinant M17LAP, H-Leu-NHMec fluorogenic kinetic assay; higher % means a stronger effect | inhibition, % at 30 µM; hits with a dose series show IC50 in µM | 0.38% of 220,000 active;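 active = compound inhibiting the enzyme by more than half at any dose during confirmatory dose-response retesting; inconclusive = strong single-dose inhibitors picked by rank but not retested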;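 note: plate controls were full reaction with DMSO carrier for no effect and no enzyme background for full effect; strong numbers were not always called active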
Dynein transport cytoplasmic EGFP: recorded beside Dynein transport, whose call it bears; z-score; measured here: cytoplasmic GR-EGFP intensity; stronger effect = higher value
Dynein transport nuclear GR-EGFP: second read-out of Dynein transport, no call of its own (marks repeat the call); z-score; measured here: nuclear GR-EGFP intensity;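 lower value marks the stronger effect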
Dynein transport cell count: recorded beside Dynein transport, whose call it bears; z-score; measured here: cell count per field
Ins promoter up cell count: second read-out of Ins promoter up, no call of its own (marks repeat the call); cell count; measured here: cytotoxicity, nuclei count;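 total cells summed across four imaged fields per well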
Lipid droplet cells 6.5 µM: further read-out of Lipid droplet, marked with its call; cell count; measured here: cell count, cytotoxicity flag;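 cells counted across two imaged fields per well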
MT stabilize HCS Hoechst-high %: recorded beside MT stabilize HCS, whose call it bears; % Hoechst-high responders; measured here: nuclear condensation Hoechst responders;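 share of cells brighter than vehicle mean plus two SD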
MT stabilize HCS cytotoxicity %: recorded beside MT stabilize HCS, whose call it bears; toxicity, %; measured here: cytotoxicity by cell density;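 0% = mean cell density of plate MIN control wells and 100% = no cells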
Autophagy mod cell loss 18 h: recorded beside Autophagy mod, whose call it bears; toxicity, %; measured here: cell loss, nuclei count;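 cell loss after 18 h compound exposure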
An asterisk follows results filed as active; i = inactive; ? = inconclusive; · = not tested or not shown.

SMILES	Autophagy mod	Autophagy mod cell loss 18 h	Yfh1-depleted yeast	Ins promoter up	Ins promoter up cell count	MT stabilize HCS	MT stabilize HCS Hoechst-high %	MT stabilize HCS cytotoxicity %	P. falciparum M1AAP	Dynein transport	Dynein transport cytoplasmic EGFP	Dynein transport nuclear GR-EGFP	Dynein transport cell count	CSM14.1 death rescue	Lipid droplet	Lipid droplet cells 6.5 µM	M17LAP inhibition
O=C(NC(=S)NCc1ccc(F)cc1)c1ccccc1	i	16.8	i	0.04	1279	1.7	2.1	5.4	3.2%	-0.19	-0.25	0.812	-0.224	-3.4%	-21.0	747	-0.5%
O=C(O)/C=C/C(=O)NCc1csc2ccccc12	·	·	i	0.55	1124	·	·	·	4.3%	-0.395	-0.222	-0.186	-0.0864	·	-10.8	673	-1.1%
CC1=CC(C)(C)NC(=S)N1c1ccc(C)c(C)c1	i	2.3	i	-0.15	1117	2.1	2.1	0.9	0.6%	0.507	-0.242	0.389	-0.665	-0.2%	-1.8	762	17.0%
Cc1ccc2oc(C(=O)NCc3ccc4c(c3)OCO4)c(C)c2c1	i	-1.7	i	0.74	1080	1.5	2.4	40.7	5.4%	-0.248	-0.223	0.193	-0.605	-0.7%	-1.1	718	-6.0%
CCCOc1ccc(N2C(=O)CC(N(CCc3ccc(OC)cc3)C(=O)/C=C/C(=O)O)C2=O)cc1 (centres undefined)	i	3.1	i	-0.23	1494	1.1	1.5	7.8	·	-0.186	-0.3	0.271	0.048	-0.9%	16.8	770	·
CCc1ccccc1NC(=O)CN(C)C(=O)CSc1nn(-c2ccc(F)cc2)c(=S)s1	i	22.1	i	0.12	1482	6.2	1.7	10.2	3.9%	-0.711	-0.081	-0.307	-0.401	2.1%	-12.1	555	9.2%
Cc1c(NC(=O)CSc2nc3c(cnn3-c3ccccc3)c(=O)[nH]2)c(=O)n(-c2ccccc2)n1C	i	16.7	i	·	·	3.2	2.3	6.8	-1.6%	-0.611	-0.265	0.505	0.15	2.2%	1.9	601	-1.5%
COc1cc2c(cc1NC(=S)NC(=O)/C=C/c1ccc(OC)c(OC)c1)oc1ccccc12	i	-8.9	i	0.09	1304	0.9	4.5	8.4	5.8%	0.378	-0.152	-0.214	0.213	0.3%	-22.9	642	18.3%
O=C(OCCNc1nc(-c2ccccc2)nc2ccccc12)c1cccnc1	i	3.9	i	-0.71	1359	2.8	2.0	8.2	3.5%	-0.406	0.39	-0.59	1.21	1.3%	-0.2	723	11.0%
CCOCCCNS(=O)(=O)c1ccccc1	i	-14.2	i	0.75	1004	1.6	1.4	8.8	0.5%	-0.225	-0.392	0.0562	0.175	-0.3%	-19.2	775	-6.7%
CC(C)CCNC(=O)c1ccc2c(c1)ncn2C1CCCCC1	i	-4.3	i	-0.72	1143	3.5	1.6	2.6	-0.9%	0.207	-0.226	-0.828	0.127	-0.7%	·	·	10.3%
CSc1nc(NCc2ccco2)c2ccccc2n1	i	3.0	i	-0.43	917	1.4	0.7	0.5	9.7%	0.000839	-0.246	0.0502	0.217	-0.7%	0.1	764	0.0%
COc1cccc(CN2CCN(C(=O)c3ccc(-c4ccccc4)cc3)CC2)c1	i	5.8	i	0.01	1275	1.5	3.4	11.6	1.5%	0.273	-0.187	0.23	-0.712	-1.1%	-4.1	654	-4.0%
Cn1nc(-c2ccccc2)c(CO)c1Oc1ccc(F)cc1	i	-7.1	i	-0.04	1218	3.5	1.4	5.9	2.2%	-0.166	-0.202	-0.146	0.0922	13.4%	7.3	738	7.2%
CC(C)C1C(C#N)=C(N)Oc2n[nH]c(C(C)(C)C)c21 (centres undefined)	i	15.2	i	0.07	1551	6.4	4.0	3.8	1.1%	-0.163	-0.133	-0.682	-0.424	0.2%	·	·	21.4%
CCN(c1ccc(NC(=O)COC(=O)c2ccc(C)c(S(=O)(=O)N3CCOCC3)c2)cc1)C(C)C	i	-9.6	i	0.31	1529	2.9	1.3	7.5	3.1%	0.0334	-0.19	0.246	0.4	-1.6%	-10.9	557	8.1%
C=CCNc1cc(C)oc(=O)c1C(=O)CCC	i	7.9	i	0.65	1083	0.9	1.4	7.2	5.4%	-0.39	-0.148	-0.193	0.2	-1.2%	2.1	733	0.3%
CC(=O)N1C=CN(C(C)=O)C(c2cn(C)c3ccccc23)C1c1cn(C)c2ccccc12 (centres undefined)	i	-1.2	i	-1.27	1175	2.2	2.0	7.0	1.6%	-0.103	-0.176	0.342	0.465	-1.5%	-28.8	729	-1.1%
COC(=O)c1cnn(-c2ccccc2)c1C(OC)OC	·	·	i	0.59	1025	·	·	·	4.3%	1.2	-0.275	0.508	-0.221	·	-0.1	736	-5.8%
CC(=O)N(NC(N)=O)C(C)CC(=O)C1C(C)C=CCC1(C)C (centres undefined)	·	·	i	0.12	1034	·	·	·	-4.2%	1.87	0.751	1.86	-2.08	·	-15.3	714	4.7%
CCS(=O)(=O)Nc1cccc(C2=NN(S(=O)(=O)c3ccccc3)C(c3cccs3)C2)c1 (centres undefined)	i	7.1	i	0.67	1444	0.6	1.1	7.3	17.8%	0.7	-0.172	0.0504	0.0659	5.4%	·	·	8.2%
CCN1C(=O)C(CC(=O)Nc2ccccc2)N(Cc2ccccn2)C1=S (centres undefined)	i	5.9	i	0.24	1209	1.6	2.4	9.0	-1.4%	-0.68	-0.267	-0.395	0.649	0.4%	-1.6	780	-19.8%
CCCC(=O)Nc1nnc(-c2ccco2)s1	i	-2.6	i	0.6	1254	4.9	2.5	7.7	2.9%	-0.36	-0.196	0.0676	0.00399	-1.9%	2.8	717	-4.2%
CSc1cccc(NC(=S)NCCCO)c1	·	·	i	-0.15	1377	·	·	·	0.5%	0.879	-0.221	0.269	-0.167	·	-2.5	757	9.5%
CC12CCC(C(=O)NCc3ccc4c(c3)OCO4)(C(=O)C1=O)C2(C)C (centres undefined)	i	-4.5	i	0.09	856	1.1	0.4	7.8	-2.4%	-0.729	-0.111	-0.0832	0.159	-0.4%	-7.9	758	7.4%
Cn1c(=O)c2c(nc(Br)n2Cc2ccc3ccccc3c2)n(C)c1=O	i	-5.7	i	-0.68	1002	4.9	4.1	9.5	16.2%	-0.0328	-0.193	0.449	-0.58	0.3%	·	·	4.0%
COC(=O)C1CCN(Cc2ccc(C)cc2)CC1	i	-8.7	i	·	·	2.7	2.2	4.5	10.7%	-0.358	-0.245	-0.283	0.388	-3.2%	10.3	804	6.0%
O=S(=O)(O)CCN1CCOCC1	i	-3.5	i	0.01	1504	5.3	2.9	5.0	0.5%	2.89	-0.0445	1.92	-2.38	0.7%	·	·	1.3%
CCOc1ccc(C2c3c(oc4cc(C)c(C)cc4c3=O)C(=O)N2CCCN2CCOCC2)cc1 (centres undefined)	i	2.8	i	0.22	940	3.8	1.5	5.8	10.9%	-0.812	0.343	-0.225	-1.15	1.6%	·	·	-1.7%
CCCc1nnc(NC(=O)CN2C(=O)c3ccccc3S2(=O)=O)s1	i	-2.2	i	0.03	1257	1.8	1.8	0.2	-6.2%	-0.68	0.213	-0.0441	-0.863	·	-25.3	638	14.5%
CCc1ccc(C=NC23CN4CN(CN(C4)C2)C3)s1	i	-2.9	i	-0.75	1720	2.5	2.6	12.6	-2.4%	-0.243	-0.231	0.545	0.307	-2.6%	11.1	686	6.5%
CC(C)(C)N(NC(=O)Nc1ccc(Cl)cc1)C(=O)c1ccccc1	i	7.6	i	-0.12	1651	3.9	2.1	9.8	4.1%	-0.412	-0.186	0.339	1.06	-2.2%	·	·	-1.7%
CCOC(=O)c1ccc(NC(=O)CN(Cc2ccc(Cl)cc2)S(C)(=O)=O)cc1	i	-1.2	i	-0.03	899	1.1	1.4	8.4	8.1%	0.191	0.0129	0.185	-0.498	0.5%	50.4*	790*	10.5%
COCC(=O)O[C@]1(CCN(C)CCCc2nc3ccccc3[nH]2)CCc2cc(F)ccc2[C@@H]1C(C)C	·	·	i	?	·	·	·	·	1.3%	-0.323	0.834	0.343	-3.68	·	9.5	637	0.9%
C/C(=N/NS(=O)(=O)c1ccc(Cl)cc1)c1cccc(O)c1	i	-8.6	i	-0.46	1265	2.7	1.4	10.8	4.6%	-1.03	-0.216	-0.314	0.283	-2.6%	6.0	751	11.0%
O=C(c1ccc(COc2ccc(Cl)cc2)o1)N1N=C(C(F)F)CC1(O)C(F)F (centres undefined)	i	2.8	i	-0.9	1491	2.9	2.3	3.1	-1.8%	0.335	-0.172	0.3	0.35	-4.2%	5.7	599	9.6%
CCC(=O)Nc1cc(OC)c(NC(=O)c2ccccc2)cc1OC	i	-8.0	i	0.11	1276	2.1	2.0	2.0	5.1%	-0.879	-0.214	-0.468	-0.355	-2.5%	16.4	737	6.5%
